Assay outcomes as filed in PubChem.
MITF inh: human MITF inhibition, primary screen; O75030; AlphaScreen MITF homodimerization, bead proximity signal; inhibition, % at 2.6 µM; hit rate 0.91% among 650,000; AID 1259374; in the data active = inhibition above about 50%;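 note: 0% = vehicle wells with protein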
GPR151 ag: activates the human receptor GPR151; activation, % at 11.2 µM; hit rate 1% among 650,000; Q8TDV0; AID 1508602; PathHunter beta-arrestin GPR151 cells, luminescence; in the data active = activation above about 4.9%;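 note: 0% = median of compound wells and 100% = cells with positive control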
Target sequence (Q8TDV0 whole entry, looked up): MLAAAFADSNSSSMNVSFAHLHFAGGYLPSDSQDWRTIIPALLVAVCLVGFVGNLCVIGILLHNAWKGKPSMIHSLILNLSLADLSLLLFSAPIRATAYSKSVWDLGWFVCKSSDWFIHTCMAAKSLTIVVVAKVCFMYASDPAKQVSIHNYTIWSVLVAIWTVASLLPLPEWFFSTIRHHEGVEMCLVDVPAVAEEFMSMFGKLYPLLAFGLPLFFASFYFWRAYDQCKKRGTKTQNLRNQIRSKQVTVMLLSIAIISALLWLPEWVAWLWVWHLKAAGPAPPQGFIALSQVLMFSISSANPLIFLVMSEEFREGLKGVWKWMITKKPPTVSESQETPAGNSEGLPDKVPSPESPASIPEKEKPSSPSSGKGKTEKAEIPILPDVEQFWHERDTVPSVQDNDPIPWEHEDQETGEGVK
TEAD-YAP inh: TEAD-YAP interaction inhibition. hit rate 1.4% among 640,000. HEK-TIYL cells, TEAD-Gal4/YAP UAS-luciferase luminescence. AID 1259422. inhibition, % at 9.12 µM; in the data active = inhibition above about 32%;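 note: 0% = median of test compound wells and 100% = reference inhibitor wells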
FBW7 activator: human FBW7 E3 ligase activation, primary screen | Q969H0 | AID 1259310 | AlphaScreen FBW7–phospho-cyclin E peptide binding, activator screen | hit rate 0.13% among 650,000 | normalized activity (activation), % at 26.1 µM; in the data active = normalized activity above about 1.9%;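 note: purified mutant Fbw7 with reduced substrate affinity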
Target sequence (Q969H0 whole entry, looked up): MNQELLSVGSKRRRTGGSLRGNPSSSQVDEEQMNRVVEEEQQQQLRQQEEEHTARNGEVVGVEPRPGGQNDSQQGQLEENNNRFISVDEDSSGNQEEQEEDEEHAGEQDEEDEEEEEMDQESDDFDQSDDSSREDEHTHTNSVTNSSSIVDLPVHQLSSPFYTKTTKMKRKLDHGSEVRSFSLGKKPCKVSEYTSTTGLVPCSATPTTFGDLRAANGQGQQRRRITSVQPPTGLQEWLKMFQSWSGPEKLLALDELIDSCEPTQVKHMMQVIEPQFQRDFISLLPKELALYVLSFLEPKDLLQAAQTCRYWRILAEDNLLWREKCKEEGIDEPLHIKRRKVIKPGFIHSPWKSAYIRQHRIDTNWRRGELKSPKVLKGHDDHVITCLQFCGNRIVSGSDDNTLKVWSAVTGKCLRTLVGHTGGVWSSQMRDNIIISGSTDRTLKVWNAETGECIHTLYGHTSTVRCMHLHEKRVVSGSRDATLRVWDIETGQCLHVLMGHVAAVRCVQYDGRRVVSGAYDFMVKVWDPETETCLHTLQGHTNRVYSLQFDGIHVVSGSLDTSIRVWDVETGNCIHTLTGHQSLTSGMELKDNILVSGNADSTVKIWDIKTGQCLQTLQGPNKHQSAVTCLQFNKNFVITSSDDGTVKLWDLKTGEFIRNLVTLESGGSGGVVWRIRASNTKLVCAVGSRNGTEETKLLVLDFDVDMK
Starred values were filed as active, the others as inactive.

The line under a structure holds: MITF inh | GPR151 ag | TEAD-YAP inh | FBW7 activator
> Cc1c(C(=O)Nc2ccc(S(=O)(=O)N3CCOCC3)cc2)cccc1[N+](=O)[O-]
 : 3 | 2.6 | 0 | 0.0
> O=S(=O)(Cc1ccccc1)N1CCC(c2nc(-c3cccs3)no2)CC1
 : -3 | -0.3 | 4 | -0.1
> Cn1c(=O)c2c(nc([N+](=O)[O-])n2Cc2ccccc2)n(C)c1=O
 : -5 | 0.5 | -6 | 0.2
> C=CCN1C(=O)/C(=C/c2ccco2)S/C1=N/S(=O)(=O)c1ccc(C)cc1
 : 11 | 0.7 | -3 | -0.1
> CC(C)(C)CN1CCN(Cc2cn[nH]c2-c2ccccc2)CC1CCO (stereo not given)
 : -3 | -0.4 | -4 | 0.1
> CCCCCCn1ncc(O)c(Cl)c1=O
 : 7 | 0.8 | -2 | 0.2
> O=C(COC(=O)c1ccc([N+](=O)[O-])o1)NCc1ccccc1Cl
 : 3 | 1.1 | 3 | -0.1
> O=C(NCc1ccco1)c1cc2nc(-c3ccc(Br)cc3)cc(C(F)(F)F)n2n1
 : 2 | -0.2 | 8 | 0.0
> N#C/C(=C\c1cccc([N+](=O)[O-])c1)C(=O)Nc1ccccc1I
 : -9 | 1.4 | -13 | 0.0
> Cc1ccc(/C=N\NC(=O)c2nnn(-c3nonc3N)c2CN2CCOCC2)cc1
 : -3 | 0.5 | 0 | 1.0
> Cc1ccc(NC(=O)C2CCCN(S(=O)(=O)c3cnc[nH]3)C2)nc1 (stereo not given)
 : 2 | -0.2 | -3 | 0.1
> COc1ccc(C2C(C#N)=C(N)Oc3cc(C)n(CC4CCCO4)c(=O)c32)c(OC)c1 (stereo not given)
 : 14 | -1.1 | 4 | -0.1
> COc1ccc(OC)c(-c2cc(Cl)c3c(c2)CC(CNC(=O)c2nonc2C)O3)c1 (stereo not given)
 : -1 | 1.3 | -9 | -0.1
> CCCCCC(=O)Nc1ccc(N2CCN(CC)CC2)cc1
 : 7 | 11* | -14 | 0.0
> COc1ccc(OC)c(NC(=O)c2cc(S(=O)(=O)NCCc3ccc(Cl)cc3)ccc2F)c1
 : 10 | 0.5 | 6 | 0.2
> COc1ccccc1C(=O)N(c1ccccc1)C1C=CS(=O)(=O)C1 (stereo not given)
 : 10 | 0.1 | 1 | 0.1
> COc1ccc(/C=C2/NC(=S)NC2=O)c2ccccc12
 : -4 | -0.5 | -1 | -0.2
> Cc1ncc(CN2Cc3ccccc3OC(C)C2)[nH]1 (stereo not given)
 : -7 | -0.7 | -10 | -0.1
> O=C(CC1CCCC1)Nc1cccc(N2CCC(NCCCn3cccn3)CC2)c1
 : -14 | 0.3 | -1 | -0.1
> NNC(=O)COc1ccc(-c2cc(-c3ccccc3)c3cc(Br)ccc3n2)cc1
 : 3 | 2.4 | 2 | 0.4
> CCCc1[nH]nc2c1C(c1cc(Cl)cc(Cl)c1O)C(C#N)=C(N)O2 (stereo not given)
 : 3 | 1.4 | 8 | 0.4
> Cc1ccc(-c2csc3ncn(CC(=O)Nc4ccc(Cl)cc4)c(=O)c23)cc1
 : -14 | 1.6 | 0 | -0.1
> COc1cccc(-c2noc(CCCC(=O)Nc3ccc(C(N)=O)cc3)n2)c1
 : -1 | -0.1 | -8 | -0.1
> COc1cc(NS(=O)(=O)c2ccc3c(c2)CC(=O)N3)cc(OC)c1
 : -1 | -0.5 | -8 | -0.3
> O=C(CC12CC3CC(CC(C3)C1)C2)NCC(=O)OCC(=O)c1ccc(Cl)s1
 : 1 | 1.6 | 0 | 0.0
> CCOc1ccc(NC(=O)CN(c2cccc(C(F)(F)F)c2)S(=O)(=O)c2ccccc2)cc1
 : 1 | 0.2 | 5 | -0.1
> CCc1ccc(-n2c(=S)sc3c(=O)n(-c4ccccc4)c(=S)[nH]c32)cc1
 : 3 | 0.4 | 2 | -0.1
> CC(=O)c1[nH]c(C)c(C(=O)N2CCc3ccccc32)c1C
 : 6 | 3.5 | 5 | 0.1
> CNC(=O)C(C)n1nc(C)c2sc3ccccc3c2c1=O (stereo not given)
 : 2 | 0.3 | -4 | -0.1
> CC1CCN(C(=O)Cn2ncc3c2-c2ccccc2OC3)CC1
 : 6 | 2.8 | 5 | -0.1

Whole records as entered above. Order of values: MITF inh | GPR151 ag | TEAD-YAP inh | FBW7 activator
Entry for COc1ccc(/C=C2/NC(=S)NC2=O)c2ccccc12 : -4 | -0.5 | -1 | -0.2
Entry for COc1ccccc1C(=O)N(c1ccccc1)C1C=CS(=O)(=O)C1 (stereo not given) : 10 | 0.1 | 1 | 0.1
Entry for CCCCCCn1ncc(O)c(Cl)c1=O : 7 | 0.8 | -2 | 0.2
Entry for Cc1ccc(/C=N\NC(=O)c2nnn(-c3nonc3N)c2CN2CCOCC2)cc1 : -3 | 0.5 | 0 | 1.0
Entry for N#C/C(=C\c1cccc([N+](=O)[O-])c1)C(=O)Nc1ccccc1I : -9 | 1.4 | -13 | 0.0

Following part.
The line under a structure holds: MITF inh | GPR151 ag | TEAD-YAP inh | FBW7 activator
> CCn1c(SCC(=O)Nc2cccc(C)c2C)nc2c(c1=O)SC(C)C2 (stereo not given)
 : 5 | 0.5 | 4 | 0.1
> CN1CCN(CCCCOc2ccc3c(c2)CCC3)CC1
 : 8 | -0.3 | -1 | -0.1
> O=c1[nH]c2ccc(S(=O)(=O)N3CCN(c4ccccc4)CC3)cc2o1
 : -2 | -0.4 | 1 | -0.2
> CCC(=O)Nc1ccccc1NC(=O)CC
 : 14 | 0.4 | 4 | 0.0
> Cc1nc2c(C(=O)NCC3CCCO3)cnn2c(C)c1Cc1cccc(Br)c1 (stereo not given)
 : 8 | 0.3 | 0 | 0.0
> COc1cc(/C=C2/C(=O)NN(c3ccccc3)C2=O)cc(Br)c1O
 : 2 | 0.6 | 3 | 0.0
> COc1ccc(/C=c2\sc3n(c2=O)CN(c2ccc([N+](=O)[O-])cc2)CN=3)cc1OC
 : 8 | 0.3 | -4 | -0.2
> O=C(NCCN1CCOCC1)c1cccc(-n2ncc3cc(Nc4ccccc4OC(F)F)ccc32)c1
 : 9 | 0.4 | 12 | -0.1
> CC(CP(=O)(Cc1ccccc1)Cc1ccccc1)C(=O)O (stereo not given)
 : 2 | 0.8 | 6 | 0.0
> N#C/C(=C/c1cn(CC(=O)O)c2ccccc12)C(=O)Nc1ccccc1
 : 6 | -0.5 | -2 | 0.0
> CC(=O)c1cccc(-c2nc(NCCN(C(C)C)C(C)C)c3[nH]cnc3n2)c1
 : 6 | 1.1 | 1 | 0.2
> O=C(CCC1(Cc2ccc(F)cc2)CCC(=O)N1)NCc1c(F)cccc1F (stereo not given)
 : -10 | 1.3 | 36* | -0.2
> O=c1c(-c2ccccc2)[n+]([O-])c2ccccc2n1OCc1ccccc1
 : 45 | 0.4 | 6 | 0.1
> CC(C)(C)n1nnnc1CN1CCN2CCCC2C1 (stereo not given)
 : 17 | -0.8 | 5 | 1.3
> Cc1ccc2c(c1)C(=O)CC(c1ccc3c(c1)OCCO3)O2 (stereo not given)
 : -1 | 0.7 | -50 | 0.0
> CC1CCCC(NC(=O)C2N(C3CCCCC3C)C(=O)C3C(C(=O)Nc4cccc(Cl)c4)C4C=CC32O4)C1C (stereo not given)
 : -6 | 0.1 | -5 | 0.0
> Cc1nc2cc(NC(=O)C3CC(=O)c4ccccc43)ccc2s1 (stereo not given)
 : 0 | -2.4 | -36 | 0.2
> O=c1[nH]cc(N=Cc2ccc(F)cc2)c(=O)[nH]1
 : 14 | 0.2 | 1 | 0.2
> Cc1cc(C)cc(NC(=O)N[C@H]2C[C@H]3C(=O)N[C@H](CO)C(=O)N3C2)c1
 : 5 | 3.7 | 2 | -0.1
> O=C1Nc2ccccc2N(O)N1c1ccc(Br)cc1F
 : 5 | 0.9 | -1 | 0.0
> Cc1ccc2c(c1)nnn2C1CCN(CC(=O)NC2CCCCC2)CC1
 : 7 | -0.1 | 4 | 0.0
> CN(C)C(=O)COc1ccc2cc(-c3ccccc3)c(=O)oc2c1
 : 5 | -0.6 | -16 | 0.0
> CC(C)(C)N(Cc1ccccc1)C(=O)COC(=O)c1cc(O)c2ccccc2c1O
 : -1 | 0.7 | -3 | 0.0
> Cc1cc2c(c(-c3ccc4nc(C)ccc4c3)c1)OC(CNC(=O)C1CCOC1)C2 (stereo not given)
 : -1 | 0.8 | -4 | -0.1
> CC(=O)c1ccc(NC(=O)CCS(=O)(=O)c2ccc3c(c2)CCN3C(C)=O)cc1
 : 5 | 0.4 | -2 | 0.1
> COc1cc(CN2CCC3(CCC(CNC(=O)c4cc(C)nn4C)O3)CC2)ccc1F (stereo not given)
 : 2 | 1.7 | 0 | 0.0
> Cc1ncn(-c2ccc(Nc3ncc4cccc(-c5cccnc5)c4n3)cc2)n1
 : 15 | 0.1 | 46* | 1.1
> Cc1ccc(-c2cc(C(F)(F)F)n3nc(C(=O)Nc4ccc(Cl)c(C(F)(F)F)c4)cc3n2)cc1
 : 8 | 4.5 | 3 | 0.0
> CCOC(=O)c1c(NC(=O)c2cccnc2)c(C#N)c(C)n1Cc1ccccc1
 : 7 | -0.5 | -2 | 0.1
> Cc1ccc(-c2csc(NC(=O)c3ccccc3[N+](=O)[O-])n2)cc1
 : 0 | -0.2 | -10 | -0.1

(listing goes on)
The line under a structure holds: MITF inh | GPR151 ag | TEAD-YAP inh | FBW7 activator
> CCOc1ccc(NC(=O)N2CCCC2C(=O)NCC2CCCO2)cc1 (stereo not given)
 : 11 | -0.4 | 5 | 0.4
> CC(C)CNC(=O)c1cccc(NC(=O)c2ccc(F)cc2)c1
 : 4 | 1.3 | -6 | 0.0
> Cc1ccc(CN2CCC3(CCC(CNC(=O)C(C)C)O3)CC2)cc1 (stereo not given)
 : 9 | 2.1 | -8 | 0.0
> CC(=O)Nc1ccc(N2C(=O)CC(NCCc3ccccn3)C2=O)cc1 (stereo not given)
 : 30 | -0.6 | -7 | -1.4
> CC(C)c1ccc(C2/C(=C(/O)c3ccc(S(=O)(=O)N(C)C)cc3)C(=O)C(=O)N2CCN(C)C)cc1 (stereo not given)
 : -7 | -1.6 | -18 | -0.2
> Cc1ccc(NC(=O)C2Sc3nnc(C)n3NC2c2ccc(Cl)cc2)cc1 (stereo not given)
 : 4 | -0.1 | 9 | 0.0
> O=C(c1cccs1)C1CCCN(Cc2nc(COc3ccccc3)no2)C1 (stereo not given)
 : 7 | -1.1 | -7 | -0.1
> CC(=O)c1cccc(N(CC(=O)NCc2ccncc2)S(C)(=O)=O)c1
 : 20 | -0.4 | 8 | -0.3
> COc1cc(C(=S)N2CCOCC2)ccc1OC(=O)c1cccc(Cl)c1
 : 1 | 0.3 | -6 | -0.1
> O=C(CSc1nccn1-c1ccccc1)N1CCc2ccccc21
 : -3 | -0.9 | -7 | -0.1
> Cc1cc(N2CCCCC2)nc2ccc(NC(=O)CCC(=O)N3CC(C)CC(C)C3)cc12 (stereo not given)
 : -3 | 0.9 | -6 | 0.0
> O=C(Nc1ccccn1)C12CCC(CC1)C2
 : 5 | -1.1 | -1 | -0.1
> COc1ccc(C2C(C(=O)OC(C)C)=C(C)NC3=C2C(=O)CC(C)(C)C3)cc1O (stereo not given)
 : -2 | 2.0 | -1 | 0.3
> C=CCN1C(c2ccccc2)=CS/C1=C(/C#N)c1nnc2n1CCCCC2
 : 11 | -2.0 | -6 | 0.1
> Cc1ccc(NC(=O)CSc2nc3ccsc3c(=O)n2Cc2ccccc2)cc1C
 : 7 | 0.3 | 3 | -0.1
> O=C(NC1CCCCC1)c1cnn2c(C(F)(F)F)cc(-c3ccco3)nc12
 : -3 | -0.2 | -4 | 0.0
> CCCC(=O)N(c1ccc2oc(=O)sc2c1)S(=O)(=O)c1ccc(C(=O)O)cc1
 : 3 | -0.3 | -2 | -0.2
> O=C(Nc1cccc(C(F)(F)F)c1)NC1CC(=O)N(C2CCCC2)C1 (stereo not given)
 : 10 | -0.2 | -4 | 0.3
> CC(C)N(CCNc1ccnc(-c2ccc(C(=O)NC3CC3)cc2)n1)C(C)C
 : 8 | 0.7 | 6 | -0.1
> COc1ccc(-c2nnc3ccc(OCCNC(=O)C(C)C)nn23)cc1OC
 : -20 | 1.1 | -11 | -0.2
> CC(=O)Nc1cccc(C(=O)Oc2ccc(Cl)cc2C(C)=O)c1O
 : 0 | -0.4 | 9 | 0.0
> CCc1ccccc1NS(=O)(=O)c1ccc(OC)c(I)c1
 : 3 | 1.1 | -1 | 0.0
> O=C(NCC(c1ccco1)N1CCc2ccccc21)C1CCCC1 (stereo not given)
 : -12 | -1.0 | -8 | -0.1
> CCOc1ccc2nc(SCC(=O)Nc3ccccc3Oc3ccccc3)sc2c1
 : 13 | -0.6 | -4 | 0.0
> Cc1cc(N2CCN(S(=O)(=O)c3ccc(Br)cc3)CC2)n2ncnc2n1
 : -4 | -1.3 | -34 | -0.1
> Cc1ccc(-c2nc(C)c(CCNC(=O)C(=O)Nc3cccc(C)c3)s2)cc1
 : 7 | -0.1 | -8 | 0.9
> COc1ccc(C)cc1Nc1nc(C)nc2sc3c(c12)CCCC3
 : 11 | -1.5 | -4 | 0.7
> O=C(Nc1ccc(Cl)cc1Cl)c1ccc(CN2CCc3ccccc3C2)cc1
 : 4 | -0.8 | 6 | 0.0
> O=C(Oc1ccc(Br)cc1)C1CCCC(C(=O)Oc2ccc(Br)cc2)C1 (stereo not given)
 : 20 | 0.7 | -3 | 0.1
> CN(CC(=O)N1CCCC1)c1nnc(N2CCCC2=O)s1
 : 1 | -0.7 | 4 | 0.1

Some of the entries so far, as comma-separated lines.
SMILES,MITF inh,GPR151 ag,TEAD-YAP inh,FBW7 activator
COc1ccc(-c2nnc3ccc(OCCNC(=O)C(C)C)nn23)cc1OC,-20,1.1,-11,-0.2
CC(=O)Nc1cccc(C(=O)Oc2ccc(Cl)cc2C(C)=O)c1O,0,-0.4,9,0.0
CCc1ccccc1NS(=O)(=O)c1ccc(OC)c(I)c1,3,1.1,-1,0.0
